hIAP activ = increases human intestinal alkaline phosphatase activity; P09923; activation factor at 10 µM; actives 0.16% (n = 330,000); purified human IAP, CDP-Star luminescence, 30 min; active compounds read high; 1 = vehicle-only enzyme, 0 = enzyme-free background;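 active = activation factor of the enzyme at least 2-fold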; also: the source names both 10 and 20 µM as test concentration; values of inactives mirror those of a sister screen read the other way
Target sequence (P09923 whole entry, looked up): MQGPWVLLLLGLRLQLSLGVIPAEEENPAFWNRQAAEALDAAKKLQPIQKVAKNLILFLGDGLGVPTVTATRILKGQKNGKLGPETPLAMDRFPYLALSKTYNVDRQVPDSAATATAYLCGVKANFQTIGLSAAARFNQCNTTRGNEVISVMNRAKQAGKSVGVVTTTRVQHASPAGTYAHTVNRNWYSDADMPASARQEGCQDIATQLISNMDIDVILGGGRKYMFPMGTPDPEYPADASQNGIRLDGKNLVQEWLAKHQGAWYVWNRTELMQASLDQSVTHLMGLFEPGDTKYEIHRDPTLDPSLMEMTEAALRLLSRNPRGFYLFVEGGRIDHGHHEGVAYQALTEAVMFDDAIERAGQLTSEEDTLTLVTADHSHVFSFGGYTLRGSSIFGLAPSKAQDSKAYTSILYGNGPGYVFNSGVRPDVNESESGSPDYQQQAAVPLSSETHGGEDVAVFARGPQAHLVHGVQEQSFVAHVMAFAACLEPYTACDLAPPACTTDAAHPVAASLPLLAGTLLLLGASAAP
GRIN3A LBD mod = modulates the human NR3A ligand-binding domain. NR3A LBD differential scanning fluorimetry, Tm shift; 0% = protein alone, 100% = glycine-bound protein. Tm shift relative to glycine control, % at 25 µM. actives 2.5% (n = 340,000);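 active = melting temperature shift of at least 10% of the positive control shift, at one fixed dose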
APOBEC3A inh = blocks human APOBEC3A ssDNA deamination | inhibition, % at 20 µM | recombinant A3A, FAM/TAMRA ssDNA deamination fluorescence | P31941 | actives 0.41% (n = 330,000);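 active = at least 40% inhibition at 20 µM here, with at most 30% in a related deaminase screen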;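 also: plate controls were A3A with DMSO for no effect and wells lacking A3A enzyme for full effect; some results filed as inactive read as strong as hits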
Target sequence (P31941 whole entry, looked up): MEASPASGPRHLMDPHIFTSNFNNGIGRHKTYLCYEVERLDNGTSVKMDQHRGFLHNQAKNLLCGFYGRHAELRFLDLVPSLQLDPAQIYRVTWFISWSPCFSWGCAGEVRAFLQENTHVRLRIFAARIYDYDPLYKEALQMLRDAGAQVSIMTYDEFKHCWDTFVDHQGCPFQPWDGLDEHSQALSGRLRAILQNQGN
MPTP block = permeability transition pore inhibition; isolated mouse mitochondria, Ca2+ swelling absorbance, 30 min; inhibition, % at 10 µM; actives 1.4% (n = 360,000); AID 602449;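 active = inhibition of 50% or more, scaled per plate between neutral and stimulator controls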;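 also: 0% = DMSO wells given calcium and 100% = 1 mM EGTA wells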
mIAP activ = mouse IAP activation. muIAP, CDP-Star luminescence, 30 min; active compounds read high; 1 = vehicle-only enzyme signal, 0 = enzyme-free wells. activation factor at 10 µM. actives 0.24% (n = 330,000);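 active = activation factor of at least 2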; also: the source names both 10 and 20 µM as test concentration; values of inactives mirror those of a sister screen read the other way
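System: Mouse IAP enzyme | Also added: CDP-Star substrate | Dosing: Compounds dispensed in DMSO | Schedule: 30 min enzyme-substrate-compound incubation at room temperature | Technique: Chemiluminescence readout | Control set: DMSO-only wells and no-enzyme negative control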
mIAP block = mouse IAP inhibition; purified mouse IAP, CDP-Star luminescence, 30 min; inhibition, % at 10 µM; actives 0.2% (n = 330,000);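 active = inhibition of at least 40% at 10 µM in the primary screen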;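 also: plate controls were DMSO with enzyme for no effect and no enzyme wells for full effect; values of inactives mirror those of a sister screen read the other way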
APOBEC3G inh = inhibitors of human APOBEC3G DNA deaminase | Q9HC16 | recombinant A3G, ssDNA deamination FAM/TAMRA fluorescence | inhibition, % at 20 µM | actives 0.28% (n = 330,000) | AID 493012;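 active = inhibition of at least 40% at 20 µM, with no more than 30% in the related APOBEC3A deaminase screen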;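 also: plate controls were DMSO wells with A3G for no effect and wells lacking A3G enzyme for full effect; some compounds called inactive have numbers as strong as hits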
hIAP block = blocks human intestinal alkaline phosphatase. AID 2544. purified IAP, CDP-Star luminescence, 30 min. P09923. inhibition, % at 10 µM. actives 0.12% (n = 330,000);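 active = inhibition reaching a set limit with compound at 10 µM in the primary screen, cut at about 35% in these data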;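 also: plate controls were DMSO wells with enzyme for no effect and no-enzyme buffer wells for full effect; values of inactives mirror those of a sister screen read the other way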
MIN6 prolif = inducers of beta-cell replication in MIN6 cells | actives 0.29% (n = 330,000) | proliferation, % at 10 µM | MIN6 cells proliferation, ATPlite luminescence, 48 h; cells starved in 0.2% serum; 100% = growth in 10% serum;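 active = compounds whose signal lies at least 3.5 SD above the mean of all wells on their plate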;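 also: 0% = DMSO-treated cells in low-serum medium and 100% = 10% serum control; some compounds called inactive have numbers as strong as hits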
The depositor's hits bear a star; . = no result given; & = joins results of further samples.

SMILES | hIAP activ | GRIN3A LBD mod | APOBEC3A inh | MPTP block | mIAP activ | mIAP block | APOBEC3G inh | hIAP block | MIN6 prolif
CSc1sc(C(=O)NCC2CC2)c(-c2cccs2)c1C#N | 0.98 | 1 | -4 | 7.0 | 1 | -4 | -11 | 2 | 0
COc1cc(CNc2ccc3[nH]c(=O)[nH]c3c2)ccc1OCc1ccccc1Cl | 1.2 | 2 | -5 | 1.6 | 0.95 | 5 | -6 | -18 | 2
Nc1cc(=O)nc(SCC(=O)NCc2ccccc2)n1CCc1ccccc1 | 0.95 | 2 | 0 | -3.3 | 0.97 | 3 | 0 | 4 | 0
Cn1c(=O)[nH]c(=O)c2c1nc(N1CCN(CCO)CC1)n2CCSc1nc2ccccc2s1 | 1.1 | 0 | 1 | -1.4 | 1.1 | -12 | 1 | -8 | -1
O=C(COC(=O)c1cc(-c2ccccc2)nc2ccccc12)Nc1ccc2c(c1)OCO2 | 1.1 | 13* | -2 | 12 | 0.93 | 7 | -7 | -13 | -3
O=C(Oc1ccccc1-c1nnco1)c1ccccc1 | 1.1 | 0 | 0 | -8.6 | 0.87 | 13 | -3 | -11 | -3
Cc1cc(C)cc(OCC(=O)NC2CCCc3ccccc32)c1 (stereo unspecified) | 0.95 | -4 | -4 | -2.8 | 1 | -1 | -6 | 5 | 0
COc1ccc(-c2[nH]c(-c3ccc(C)cc3)nc2SCC(=O)NC2CCCC2)cc1 | 0.84 | -9 | -8 | -1.0 | 1.4 | -44 | -8 | 16 | -4
COc1cc([C@@H]2CC=C(C(=O)O)[C@H](c3cccc(Cl)c3)N2S(=O)(=O)c2ccc(C)cc2)cc(OC)c1OC | 1.1 | 1 | -5 | 21 | 1.1 | -11 | -12 | -11 | -3
Cc1ccc(Cn2ccc(O)c(Cc3ccccc3)c2=O)cc1 | 0.88 | -1 | -1 | 0.9 | 0.88 | 12 | -2 | 12 | -2
N#CC1=C(Nc2ccccc2)SC=C(c2ccc(Br)cc2)N=C1N1CCOCC1 | 1.1 | 1 | -2 | 0.9 | 0.96 | 4 | -6 | -15 | 0
COc1cc(/C=N\Nc2nc3ccccc3o2)cc(OC)c1OC | 0.92 | -39 | -3 | 0.6 | 0.94 | 6 | -10 | 8 | -3
CCOC(=O)c1cc2c(n(-c3ccccc3)c1=O)CC(C)(C)CC2=O | 0.89 | 0 | -1 | 1.0 | 0.94 | 6 | -7 | 11 | 3
COc1cc(Br)cc(/C=C/c2ccc3cccc(O)c3n2)c1O | 1.5 | 34* | -2 | 7.9 | 0.9 | 10 | -4 | -51 | -5
CC1CN(C(=S)NC(=O)C2CCCCC2)CC(C)O1 (stereo unspecified) | 0.9 | -2 | -1 | -1.9 | 1 | -4 | -2 | 10 | 0
COc1ccc(/C=C/C(=O)OCC(=O)NC(C)CCc2ccccc2)cc1 (stereo unspecified) | 0.79 | -1 | 2 | 1.0 | 0.93 | 7 | 2 | 21 | -4
Cc1ccc(C(=O)N(CN2CCCC2=O)c2ccccc2)cc1C | 0.9 | 0 | -2 | 2.3 | 0.99 | 1 | -6 | 10 | -4
COc1ccc(C(C)=O)cc1CSc1nncn1-c1ccccc1 | 1 | 2 | 2 | 1.8 | 1 | -2 | 0 | -5 | 0
C=CCSc1nc2sc3c(c2c(=O)n1CC)CCc1ccccc1-3 | 0.97 | 3 | -5 | 0.9 | 0.9 | 10 | -2 | 3 | -5
Cc1cc(=O)[nH]c(SCc2nc3ccc([N+](=O)[O-])cc3[nH]2)n1 | 0.95 | -2 | 0 | 2.6 | 0.77 | 23 | -6 | 5 | 1
COc1cc(C)c(S(=O)(=O)NCc2cccnc2)cc1C | 1 | 3 | -1 | 0.7 | 1.2 | -17 | 2 | 0 | -1
CC(C)COc1ccc(C(=O)Nc2ccc(NC(=O)c3ccco3)c(Cl)c2)cc1 | 1.1 | 3 | -3 | -6.5 | 1 | 0 | -5 | -10 | -4
CCC1=NN2C(=N)/C(=C/c3ccc(OS(=O)(=O)c4ccc(C)cc4)c(OC)c3)C(=O)N=C2S1 | 0.8 | -10 | 1 | 1.1 | 0.88 | 12 | 15 | 20 | 2
Nc1cccc(S(=O)(=O)Nc2ccc(SC(F)F)cc2)c1 | 0.95 | -9 | 0 | 2.5 | 1.1 | -9 | -5 | 5 | 0
CC(=O)c1cccc(N(CC(=O)Nc2cccnc2)S(C)(=O)=O)c1 | 1 | -1 | -3 | 0.3 | 1.1 | -6 | -8 | -3 | 2
COc1cccc(C(=O)COc2ccc3c(C)c(Cc4ccccc4)c(=O)oc3c2C)c1 | 0.79 | . | -3 | . | 0.95 | 5 | -6 | 21 | 0
Cc1ccc(NC(=O)c2cc(F)c(F)cc2Cl)nc1 | 0.91 | 0 | 2 | -0.7 | 0.96 | 4 | -4 | 10 | -2
Cc1nn(CC(=O)OCC(=O)Nc2c(C(C)C)cccc2C(C)C)c(C)c1[N+](=O)[O-] | 0.88 | -2 | -6 | 16 | 1 | -2 | -7 | 12 | 2
CCOc1ccc(NC(=O)N2CCCC2C(=O)NCc2ccco2)cc1 (stereo unspecified) | 0.88 | -2 | -4 | -0.9 | 0.95 | 5 | -11 | 12 | -3
CCN1CCN(Cc2ccc(NC(=O)c3ccc(C)c(/C=C/c4cnc(Nc5cc(N6CCNCC6)nc(C)n5)cn4)c3)cc2C(F)(F)F)CC1 | 1.1 | -20 | -5 | -3.8&-3.9 | 1 | -1 | -16 | -6 | -8
Cc1cccc(-c2nc3sc(C)cc3c(=O)o2)c1 | 0.92 | 0 | 13 | -1.7 | 0.99 | 1 | 12 | 8 | -3
CC(=O)c1sc2nc(C)c3c(c2c1N)CCCC3 | 1.2 | 1 | -2 | 3.3 | 1.2 | -20 | -3 | -24 | 1
Cc1c(NC(=S)N2CCN(c3ccc(F)cc3)CC2)c(=O)n(-c2ccccc2)n1C | 1 | 0 | -5 | -0.9 | 1 | 0 | -13 | -2 | 0
CC(CCc1ccccc1)NC(=O)CN(C)Cc1ccccc1F (stereo unspecified) | 1.1 | -1 | -5 | 1.3 | 1.2 | -16 | 23 | -12 | -2
Cc1ccc(-n2nc(CN3CCOCC3)c(-c3ccccc3)c2N)cc1Cl | 1.1 | -1 | -3 | -2.3 | 1.2 | -16 | -9 | -8 | -1
Cc1cccc(-c2noc(CN(C(=O)/C=C/c3ccccc3Cl)C(C)C)n2)c1 | 1.1 | -3 | -1 | 0.9 | 0.9 | 10 | -4 | -8 | -3
CC(=O)Nc1cccc(NC(=O)CSc2nnc3ccccn23)c1 | 1.2 | 2 | 0 | -0.3 | 1 | -2 | -8 | -19 | -3
C=CCSc1n[nH]c(-c2ccccc2)n1 | 1.1 | 2 | 1 | -3.2 | 1 | -2 | 8 | -14 | 2
COc1ccc(CCN2C(=O)CSC2=Nc2ccc(C)cc2C)cc1OC | 1 | -1 | -2 | 43 | 1.1 | -9 | -3 | -5 | -2
Cc1ccccc1CN1CCCC(C(=O)Nc2ccccc2Oc2cccnc2)C1 (stereo unspecified) | 1.1 | 0 | 2 | 0.0 | 1.1 | -6 | 10 | -10 | 4
Cc1ccccc1-n1c(=O)cc(N2CCN(C(=O)c3ccco3)CC2)[nH]c1=O | 0.95 | -2 | 1 | -0.8 | 0.96 | 4 | -1 | 5 | -1
CC(C)(CN=C1NS(=O)(=O)c2ccccc21)CNC(=O)CN1C(=O)c2ccccc2C1=O | 1 | 1 | -4 | -8.2 | 1 | -4 | -5 | 0 | -2
CC(OC(=O)C1CCN(S(=O)(=O)c2ccccc2C(F)(F)F)CC1)C(=O)N(C)Cc1ccccc1 (stereo unspecified) | 1 | 1 | 28 | -1.4 | 0.96 | 4 | -1 | -1 | 0
Cc1ncc(CN2CCC(C(=O)Nc3ccc(Oc4cccnc4)cc3)CC2)cn1 | 1.1 | 0 | -4 | -1.4 | 1.1 | -6 | -12 | -14 | -2
CCOC(=O)C1CCN(CC(O)COc2ccc(C(C)=O)cc2)CC1 (stereo unspecified) | 1 | -1 | 1 | 0.5 | 0.88 | 12 | -5 | -4 | -3
O=C(CS(=O)(=O)c1cn(Cc2ccccc2Cl)c2ccccc12)N1CCOCC1 | 0.96 | -2 | 0 | 2.2 | 1.1 | -8 | -4 | 4 | 1
Cn1c(=O)c2c(ncn2CCC(=O)N/N=C/c2ccccc2)n(C)c1=O | 0.98 | 0 | 1 | -1.3 | 1 | -4 | 2 | 2 | 0
N#Cc1cccc(NC(=O)CNc2cc(S(=O)(=O)N3CCOCC3)ccc2N2CCCC2)c1 | 0.83 | -3 | -4 | -0.6 | 0.97 | 3 | -4 | 17 | -1
NS(=O)(=O)c1ccc(CCNC(=O)C(=O)C2C(=O)Nc3ccccc32)cc1 (stereo unspecified) | 1.1 | 1 | 5 | 2.5 | 0.97 | 3 | 3 | -7 | -4
CC1C(=O)NN=C1C(=O)N/N=C\C(Br)=C\c1ccccc1 (stereo unspecified) | 1.4 | 8 | -5 | -0.5 | 0.96 | 4 | -4 | -37 | -5
Cc1ccc(C(=O)CC(=O)c2cc(Cl)ccc2O)cc1 | 0.79 | 11* | -2 | 18 | 0.9 | 10 | -6 | 22 | -6
COC(=O)C1=C(C)N(c2ccccc2)/C(=C/c2ccco2)C1=O | 0.83 | 1 | 3 | 2.8 | 0.98 | 2 | -2 | 17 | 0
Cc1nnc(C)n1/N=C/c1ccc(-c2ccccc2Cl)o1 | 0.98 | -1 | -1 | 1.0 | 0.96 | 4 | -3 | 2 | -1
Cc1onc(-c2c(F)cccc2Cl)c1C(=O)N(C)CCc1ccccn1 | 1.1 | -1 | 5 | 2.8 | 1 | 0 | 12 | -12 | -4
Cc1ccc(NC(=O)C(C)OC(=O)CCNS(=O)(=O)c2ccc(C)cc2)cc1 (stereo unspecified) | 1.1 | 1 | -5 | 1.0 | 1.2 | -19 | -7 | -11 | 0
Cc1ccc(S(=O)(=O)N2CCN(C(=O)c3ccccc3)C2)cc1[N+](=O)[O-] | 1.2 | 0 | 0 | 4.1 | 1 | -3 | -8 | -19 | -3
CCOc1ccc(C(=O)NCC(=O)OCC(=O)N2CCC(C)CC2)cc1 | 1.1 | 1 | 3 | -1.6 | 0.93 | 7 | 1 | -6 | 0
CCC1=C(OC(=O)N(CC)CC)N2C(=O)OC(=NCC(=O)OC)[C@]2(C)[C@H]2C1=CC[C@H]1C(=O)N(CC(=O)OC)C(=O)[C@H]12 | 1.1 | -1 | -4 | 0.1 | 1.1 | -10 | -11 | -14 | -6
COC(CNC(=O)c1cc(Sc2nnc(C)s2)nc2ccccc12)OC | 1 | -2 | -1 | 0.4 | 0.9 | 10 | 3 | -3 | 0
CCC(=O)Nc1sc(C(=O)OC)c(C)c1C(=O)OC | 1.1 | -8 | -9 | 0.9 | 0.91 | 9 | -8 | -7 | 0

High-throughput results from PubChem BioAssay.
